Compound activity: PubChem, National Center for Advancing Translational Sciences (NCATS)
ERK EGF block = inhibitors of EGF-stimulated ERK signaling pathway; actives 0.41% (n = 130,000); Potency, µM (top dose mostly 11.5 µM), for the others: at the highest dose activity change, negative = inhibition, hits mostly inhibitors; HEK293-V1b, EGF-stimulated phospho-ERK AlphaScreen; AID 1454; active = well fitted inhibition curve with a large enough effect; inconclusive = small, poorly fitted or top-dose-only effect, or effect the other way;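 also: plate controls were stimulated vehicle wells for no effect and unstimulated vehicle basal for full effect; nearly all actives have a fitted effect of over 55% in size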
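HEK293 cells stably expressing V1b receptor, serum-reduced (1% FBS) overnight, got compound for 30 min at 37C, then 25 nM EGF for 5 min. Lysate phospho-ERK read by AlphaScreen SureFire; AC50 from Hill fits.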
An asterisk follows results filed as active; u = inconclusive; [ ] = remark or other dose. Potency is read from the fitted curve at half-maximal effect. These rows are one share of the data; rates above refer to the full screens.

SMILES	ERK EGF block
CC1(C)Cc2nc(Cl)c(C(N)=O)cc2CO1	-1%[57.5 µM]
CCOc1ccc(S(=O)(=O)N2Cc3ccccc3CC2C(=O)O)cc1 (configuration not stated)	u
O=C(NCc1ccc(F)cc1)c1ccc(Br)o1	-2%
CCN(CC)C(=O)Cn1cc(C(=O)C2CC2)c2ccccc21	-5%
COC(=O)[C@@]1(Cc2ccc(F)cc2)[C@H]2c3cc(C(=O)N(C)C)n(Cc4ccc(C(F)(F)F)nc4)c3C[C@H]2CN1C(=O)c1ccccc1	1%
CNc1c(C(=O)O)ccc2c1C(=O)c1ccccc1C2=O	u
Cc1ccc2nc(SCC(=O)Nc3cccc(S(=O)(=O)N(C)C)c3)[nH]c2c1	6%
COC(=O)c1ccccc1N=Nc1c(C)noc1C	8%[57.5 µM]
Cc1noc(C)c1COC(=O)c1cnc(Cl)c(Cl)c1	-4%
O=C(Nc1ccc(C(F)(F)F)cc1)c1cnc(N2CCN(c3ccccn3)CC2)c2ccccc12	8%
CN(C(=O)CSc1nnc(-c2ccc(Cl)cc2)n1CC1CCCO1)C1CCS(=O)(=O)C1 (configuration not stated)	-3%
COc1cc(OC)c(CNC2CCCCCC2)cc1Br	24%
CCOC(=O)c1cccc(NC(=O)CNS(=O)(=O)c2cccs2)c1	-2%
CC1CCCN(CCC(=O)Nc2ccc(Br)cc2)C1 (configuration not stated)	4%
CC1(C)C(=O)Nc2ccccc2N1C(=O)CN1C(=O)NC(CCc2ccccc2)C1=O (configuration not stated)	1%
CC1C2NC(=O)N(Cc3ccccc3)C1(C)Oc1ccccc12 (configuration not stated)	2%
CCOC(=O)c1cc2c(=O)n3ccccc3nc2n(Cc2ccco2)c1=NC(=O)c1ccc(OC)cc1OC	6%
COc1ccc(/C=N/n2c(=O)[nH]c3c([nH]c4ccc(Cl)cc43)c2=O)cc1CN1CCCCC1	-9%[57.5 µM]
CSc1ccc(Cl)c(C(=O)Nc2nccs2)c1	-4%[57.5 µM]
CC(OC(=O)c1snc(C(=O)NC2CCCCC2)c1N)C(=O)NC(C)(C)C (configuration not stated)	1%
CCOC(=O)/C=C1\Nc2ccccc2OC1=O	-1%
FC(F)(F)c1ccc(/C=N/N2CCN(Cc3ccccc3)CC2)cc1	u
O=C1CC(NCC2CCCO2)C(=O)N1c1ccc(F)cc1 (configuration not stated)	-8%
CC(CCCCC(=O)Nc1ccc(C(F)(F)F)cc1)NCCc1cnc[nH]1 (configuration not stated)	7%[57.5 µM]
O=S(=O)(c1ccccc1)c1nc(NC2CC2)sc1Cl	5%
CN(CC(=O)NCCc1ccc(F)cc1)Cc1cccs1	9%
CC(C)N1CCN(Cc2cccc3nonc23)CC1CCO (configuration not stated)	-3%
CC(=O)/C(=N\Nc1ccc(Cl)cc1Cl)Sc1cccc2cccnc12	1%
CSCC(=O)N1CCCC(CNC(=O)c2ccc(-c3ccccc3)cc2)C1 (configuration not stated)	-6%
CCc1nnc(NS(=O)(=O)c2ccc(NC(=S)Nc3ccc(F)cc3)cc2)s1	6%
COC(=O)NC1CCC(NC(=O)OC)CC1 (configuration not stated)	5%
CCOC(=O)c1sc(=NC(=O)COc2ccccc2)n(C)c1C	3%
CCOc1ccc(N2C(=O)CC(NNc3nc4ccccc4s3)C2=O)cc1 (configuration not stated)	10%[57.5 µM]
Cc1nc(N2CCOCC2)nc(N2CCCCC2C)c1[N+](=O)[O-] (configuration not stated)	u
O=C(NCCCl)C1Cc2c(ccc3ccccc23)O1 (configuration not stated)	0%
CC(=O)NCCCNc1ccc([N+](=O)[O-])cc1	12%
COc1ccc(C(=O)O/N=C2\CCCc3nonc32)cc1	5%
Cc1cc(=O)[nH]c(N/N=C/c2c(C)nn(-c3ccc(F)cc3)c2Cl)n1	6%
Cc1ccc(-c2nc(C(F)(F)F)cc(=O)[nH]2)cc1	-3%[57.5 µM]
Cc1nc2cc(N)ccc2n1-c1ccccc1	1%
O=C(c1ccc2c3c(cccc13)CC2)C1CCCN(Cc2ccccn2)C1 (configuration not stated)	0%
CCOc1ccccc1OCCC(=O)Nc1ccc(F)c(Cl)c1	11%
CCC/C(=N\NC(=O)c1ccccc1C)c1ccccc1	14%
N#CC1=C(SCc2ccccc2)NC(=O)CC1c1ccccc1 (configuration not stated)	7%
O=C(N/N=C/c1ccc([N+](=O)[O-])s1)C(O)c1ccccc1 (configuration not stated)	3%
C#Cc1ccc([C@@H]2C=C(C(=O)N3CCOCC3)O[C@H](OCCCCO)C2)cc1	-1%[57.5 µM]
CCN(CC)c1ccc(/C=N/Nc2nn[nH]n2)cc1	-7%[57.5 µM]
Cn1cc(C(=O)N/N=C/C2=C(N3CCOCC3)C(=C\c3ccccc3)/CC2)ccc1=O	-5%
CCn1c(COc2cccc(C)c2C)nnc1SCC(=O)Nc1cc(C)on1	-10%
CCN(CC)c1ccc(S(=O)(=O)N(CC)CC)cc1NC(=O)C1CCCC1	4%
COCCCNC(=O)c1nc2c(nnn2Cc2cc(C)ccc2C)c(=O)[nH]1	-6%
CCOC(=O)N1CCC2(CC1)NCCc1c2[nH]c2ccccc12	1%[57.5 µM]
CSc1ccccc1C(=O)NCc1ccc(F)cc1	-1%
O=C(Nc1ccccc1)N1CCC(C(=O)N2CCN(c3ccccc3F)CC2)CC1	4%
CC/C(=N\NC(=O)c1ccoc1C)c1ccc(C)o1	4%
Cc1cc(C)cc(NC(=O)Nc2ccc3ccccc3n2)c1	1%[57.5 µM]
COc1cc(OC)c(NC(C)C(=O)N2CCCC2)cc1Cl (configuration not stated)	-8%
CCCNS(=O)(=O)c1ccc(CCC(=O)N2CCN(c3ccc(F)cc3)CC2)cc1	0%
CCOC(=O)N1CCN(C(=O)C2CCN(Cc3ccc(OC)cc3OC)CC2)CC1	8%
Cc1[nH]n(-c2ccc(Cl)cc2)c(=O)c1C(=O)c1ccccc1	-8%

(continued)
SMILES	ERK EGF block
COc1ccc(C(CC(=O)N2CCCC2)c2c(OC)cc(OC)c3ccc(=O)oc23)cc1 (configuration not stated)	-12%[57.5 µM]
COc1cc(N=Nc2ccccc2C(=O)O)ccc1O	11%[57.5 µM]
Clc1ccc2nc(C3CCN(Cc4nnnn4C4CCCCC4)CC3)[nH]c2c1	5%
COc1cccc(C(=O)C2CCCN(C(=O)CCc3scnc3C)C2)c1 (configuration not stated)	-24%
O=C(O)COCC(=O)Nc1ccc(-n2cnnn2)cc1	-1%
CN(C)c1ccc(CN2CCC(C(N)=O)CC2)cc1	-18%
CCOc1ccc2nc(N=NC3=C(O)CC(C)(C)CC3=O)sc2c1	-4%
CC(C)(C)c1ccc(C(=O)N2CCC(=O)N(C(COCc3ccccc3)Cc3ccccc3)CC2)cc1 (configuration not stated)	-17%
O=C(O)c1ccccc1C(=O)c1ccc(N2CCOCC2)c([N+](=O)[O-])c1	-13%
COc1ccc2cc3c(N)nn(C(=O)c4cccc(F)c4)c3nc2c1	3%[57.5 µM]
CN=C(C)/C(C(=O)OC)=C(/O)c1c(F)cccc1F	-6%[57.5 µM]
COc1ccc(OC)c(/C=N/NC(=O)CNC(=O)c2ccc(S(=O)(=O)N3CCOCC3)cc2)c1	-3%
CS(=O)(=O)N(CC(=O)NCCSc1ccccn1)c1ccc(F)cc1	-1%
Cc1nn(Cc2ccccc2Cl)c(C)c1NC(=O)c1ccn(C)n1	-6%
CC(=O)c1cccc(NC(=O)COC(=O)c2cccc(N3C(=O)c4ccccc4C3=O)c2)c1	5%
COC(=O)c1ccc(COC(=O)c2ccc(SC)cc2OC)cc1	-6%
O=[N+]([O-])c1ccc(N2CCSCC2)cc1O	4%[57.5 µM]
O=C(N/N=C/c1c[nH]c2ccc(Br)cc12)C1CC1	8%[57.5 µM]
O=C(Cc1ccccc1)NNC(=O)c1ccc(NC(=O)c2ccccc2)cc1	5%
Cc1ccc(OCCCSc2n[nH]c(N)n2)cc1	-3%
CSc1sc(-c2nnc(SCC(=O)Nc3ccc(Cl)cc3)n2C)c2c1C=CCC2	0%[57.5 µM]
CCN1CCN(C(=O)Nc2cc(Cl)ccc2OC)CC1	-1%
C/C(=N\NC1=N[C@H]2CS(=O)(=O)C[C@H]2S1)c1ccccc1	-3%[57.5 µM]
CN(C)c1cccc(C(=O)OC(C(=O)Nc2ccc(Cl)cc2C(F)(F)F)c2ccccc2)c1 (configuration not stated)	5%

Already shown: 5 of the compounds above.
SMILES	ERK EGF block
CS(=O)(=O)N(CC(=O)NCCSc1ccccn1)c1ccc(F)cc1	-1%
Cc1nn(Cc2ccccc2Cl)c(C)c1NC(=O)c1ccn(C)n1	-6%
CC(=O)c1cccc(NC(=O)COC(=O)c2cccc(N3C(=O)c4ccccc4C3=O)c2)c1	5%
COC(=O)c1ccc(COC(=O)c2ccc(SC)cc2OC)cc1	-6%
O=[N+]([O-])c1ccc(N2CCSCC2)cc1O	4%[57.5 µM]

(cont.)
SMILES	ERK EGF block
O=C(c1ccc(Cl)c(Cl)c1)N1CCOCC1	-5%
NC(=O)c1ccc(NCCc2ccccc2)c([N+](=O)[O-])c1	8%
O=C(CSc1ccc(Cl)cc1)Nc1ncccn1	7%
C=COC(=O)c1sc2nc(C)cc(C)c2c1N	7%[57.5 µM]
COc1ccc(C2CC(c3ccccc3)Nc3ncnn32)cc1 (configuration not stated)	-6%
COc1ccc(NC(=O)N2CCN(c3ccc([N+](=O)[O-])cc3)CC2)cc1OC	-3%
COc1ccccc1NC(=O)c1ccc2c(c1)nnn2C	6%
COc1ccc2nc(N=NC3=C(O)CC(C)(C)CC3=O)sc2c1	1%
COc1ccc(NC(=S)N(CCc2ccc(OC)c(OC)c2)Cc2ccccn2)cc1	0%
COc1cc(/C=C/C(=O)c2ccc(C)cc2)ccc1OCC#N	0%
CCOc1ccc(NC(=S)Nc2cc(C)[nH]n2)cc1	-8%
CCN(CC)C(=O)C(C)OC(=O)COc1ccc(Cl)cc1Cl (configuration not stated)	-3%

Arranged by the number under ERK EGF block (rising): 4 of the compounds above.
Compound,ERK EGF block
CCOc1ccc(NC(=S)Nc2cc(C)[nH]n2)cc1,-8%
CCN(CC)C(=O)C(C)OC(=O)COc1ccc(Cl)cc1Cl (configuration not stated),-3%
COc1ccccc1NC(=O)c1ccc2c(c1)nnn2C,6%
NC(=O)c1ccc(NCCc2ccccc2)c([N+](=O)[O-])c1,8%

(further entries)
SMILES	ERK EGF block
C=C1CC[C@H](O)C/C1=C/C=C1\CCC[C@]2(C)[C@H]1CC[C@H]2[C@@H](C)CCCC(C)C	1%[25.7 µM]
Cc1cc(-c2cccc(Br)c2)c(C#N)c(N)n1	-1%
N=C1c2ccccc2CN1NC(=O)CC12CC3CC(CC(C3)C1)C2	10%
CCOc1ccc(S(=O)(=O)N2CCN(C(=S)NCc3ccco3)CC2)cc1	0%
CCCCCCCC/C=C\CCCCCCCC(=O)OC[C@H](CO)OC(C)=O	-6%
FC(F)Oc1ccc(-c2c[n+]3c(n2-c2ccccc2)CCCCC3)cc1	-2%[57.5 µM]
CC(=O)N1N=C2/C(=C/c3ccccc3)CCCC2C1c1ccccc1 (configuration not stated)	-9%
O=C(NCCN1CCOCC1)c1ccc(CSc2nc3ccncc3n2Cc2ccc(F)cc2)cc1	1%[57.5 µM]
CCCCCS(=O)(=O)CCCCCCCCCCn1c(-c2ccc(O)cc2)c(C)c2cc(O)ccc21	14µM*
Cc1c(-c2ccn[nH]2)cc(NC(=O)c2ccc(Cl)cc2)c(=O)n1N	5%
CN1CCN(/N=C/c2ccc(-c3ccc([N+](=O)[O-])cc3Cl)o2)CC1	u
CCc1ccc(NC(=O)Cn2c3[n+](c4c(F)c(F)ccc42)CCCCC3)cc1	-1%

Entries from the list above that have a cyano group (3):
SMILES	ERK EGF block
N#CC1=C(SCc2ccccc2)NC(=O)CC1c1ccccc1 (configuration not stated)	7%
COc1cc(/C=C/C(=O)c2ccc(C)cc2)ccc1OCC#N	0%
Cc1cc(-c2cccc(Br)c2)c(C#N)c(N)n1	-1%

Remaining list, next part
SMILES	ERK EGF block
CC1CCCCC1NC(=S)NC(=O)c1sc2ccccc2c1Cl (configuration not stated)	-23%
Cn1[nH]c(CSc2ccc(Cl)cc2)cc1=O	-4%
CN(C)C(=O)c1cn(-c2ccccc2)nc1-c1cc2ccccc2oc1=O	-17%
O=C(CSc1ccccn1)Nc1ccc(Cl)cn1	8%
Cc1ccnc(NS(=O)(=O)c2ccc(N3C(=O)Nc4ccccc4N3O)cc2)c1	1%
O=C1CCCc2[nH]c(-c3ccccc3)nc21	-19%
Cc1ccc(OCC(=O)Nc2cc(S(=O)(=O)N3CCOCC3)ccc2Cl)c([N+](=O)[O-])n1	4%[57.5 µM]
COc1cc(OC)c(S(=O)(=O)NC(C)C)cc1S(=O)(=O)NC(C)C	-11%[57.5 µM]
Cc1cccc(NC(=O)c2cc3ccccc3o2)c1	5%[57.5 µM]
CCOC(=O)c1ccccc1NC(=O)CSc1nc(N)cc(N)n1	-1%
O=C(NC1CCN(Cc2ccccc2)CC1)c1ccc2c(c1)OCCCO2	-4%[57.5 µM]
O=C(CSc1ncnc2ccccc12)Nc1ccc2c(c1)OCCO2	-3%
CCn1c(COc2ccc(Cl)cc2)nnc1SC1CCc2ccccc2C1=O (configuration not stated)	-1%
O=C(NNC(=O)C1CCN(S(=O)(=O)c2ccc(Cl)cc2)CC1)c1ccncc1	6%
O=c1c2ccccc2nc(-c2ccco2)n1/N=C/c1ccccc1O	7%
Cc1ccccc1NC(=S)NCC1CCN(C(C)c2ccccc2)C1 (configuration not stated)	8%[57.5 µM]
CN(C)c1ccc(NC(=O)C(=O)NCCOc2ccccc2)cc1	-5%
CCCCOc1ccc(C(O)C(CN2CCOCC2)c2ccccc2)cc1 (configuration not stated)	-3%[57.5 µM]
COC(=O)CC1=NN(c2ccccc2)C(=O)/C1=C\c1ccc(OC)cc1	-5%
CC(NC(=O)c1ccco1)C(c1cccs1)N1CCN(c2ccccc2F)CC1 (configuration not stated)	26%
